Bioassay records from PubChem BioAssay.
T cell HTS = T cell immune modulators affecting CD8 T cell-vesicle binding; 2C CD8+ T cell-vesicle binding, flow cytometry; stronger effect = lower value; calls only at 7 µM; 330,000 tested, 0.068% active;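 active = response, share of CD8 T cells binding vesicles, and their 90th percentile fluorescence all below set limits, cut at about 80% in these data, passing the limit was not always enough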
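Benchmarks: naked versus QL9-loaded vesicles / Assay system: purified 2C TCR transgenic mouse naive CD8+ T cells / Technique: high-throughput flow cytometry with anti-B7-1 and anti-CD8 staining / Timing: Cell–vesicle co-incubation 1.5 h at 37 °C, staining 20 min on ice / Read-out: percent CD8+ FL2 mean versus row control / Probe or stimulus: QL9-loaded Drosophila micro-vesicles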
NTR1 ag = agonists of NTR1, primary screen, imaging, U2OS cells, beta-arrestin-GFP, high content (AID 493036). P30989. NTR1-U2OS beta-arrestin-GFP spot imaging, agonist mode. activation, % at 20 µM. 330,000 tested, 0.17% active;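 active = activation at or above 40% of the spot to cytoplasm intensity ratio, with at least 20 cells analyzed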;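 note: 0% = DMSO without peptide and 100% = 100 nM NTR1 peptide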
Target sequence (P30989 whole entry, looked up): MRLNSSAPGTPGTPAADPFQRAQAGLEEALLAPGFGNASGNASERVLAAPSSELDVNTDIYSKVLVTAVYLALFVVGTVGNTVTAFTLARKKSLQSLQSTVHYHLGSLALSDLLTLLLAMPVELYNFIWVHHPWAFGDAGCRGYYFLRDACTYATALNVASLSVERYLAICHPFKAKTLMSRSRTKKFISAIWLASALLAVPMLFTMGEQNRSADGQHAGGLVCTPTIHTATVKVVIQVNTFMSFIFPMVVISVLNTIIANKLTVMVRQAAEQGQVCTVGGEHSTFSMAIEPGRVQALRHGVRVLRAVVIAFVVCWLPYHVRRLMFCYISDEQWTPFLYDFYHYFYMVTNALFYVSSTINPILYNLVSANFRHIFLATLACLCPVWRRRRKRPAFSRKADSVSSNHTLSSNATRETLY
T cell HTS vesicle-bound % = recorded beside T cell HTS, whose call it bears; double positive events, %; measured here: CD8+ vesicle-bound cell fraction;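 binding gate set so that unloaded-vesicle control wells show 10% double positive cells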
NTR1 ag cell count 20 µM = recorded beside NTR1 ag, whose call it bears; cell count; measured here: cell count, cytotoxicity flag
* marks the source's active call; other numbers are inactive results; i = inactive.

SMILES | T cell HTS | T cell HTS vesicle-bound % | NTR1 ag | NTR1 ag cell count 20 µM
CC1CCC(NC(=O)COC(=O)CNC(=O)c2ccc3ccccc3c2)CC1 (stereo not drawn) | i | 22.2 | -0.7 | 53
Clc1cccc(-c2ccc3ncnc(NCc4cccs4)c3c2)c1 | i | 16.3 | 4.4 | 62
Cc1nn(-c2ccccc2)c(C)c1NC(=O)COC(=O)c1ccccc1 | i | 44.2 | 0.0 | 74
CCN(C(=O)COC(=O)C1=COCCO1)c1ccccc1 | i | 22.1 | -2.2 | 62
COc1cc(OC)cc(C(=O)NCC(=O)OCc2ccc(Cl)c(Cl)c2)c1 | i | 26.6 | 0.5 | 70
COc1ccc(C(=O)NNC(=O)c2cc(C)nc3ccccc23)cc1 | i | 36.2 | 0.9 | 49
Cc1c(C2(O)CCCCC2)[nH]c2ncccc12 | i | 43.9 | -2.3 | 47
Cc1ccccc1OCC(=O)Nc1nnc(C2CC2)s1 | i | 5.3 | -0.1 | 70
O=C(N/N=C/c1ccccc1C(=O)O)c1cccc(S(=O)(=O)N2CCCCC2)c1 | i | 17.6 | 2.8 | 54
COc1ccc(C(CNC(=O)c2ccc(Cl)c(S(=O)(=O)N3CCCC3)c2)N2CCCC2)cc1 (stereo not drawn) | i | 57.6 | 2.0 | 62

In the list so far, these contain a halogen.
SMILES | T cell HTS | T cell HTS vesicle-bound % | NTR1 ag | NTR1 ag cell count 20 µM
Clc1cccc(-c2ccc3ncnc(NCc4cccs4)c3c2)c1 | i | 16.3 | 4.4 | 62
COc1cc(OC)cc(C(=O)NCC(=O)OCc2ccc(Cl)c(Cl)c2)c1 | i | 26.6 | 0.5 | 70
COc1ccc(C(CNC(=O)c2ccc(Cl)c(S(=O)(=O)N3CCCC3)c2)N2CCCC2)cc1 (stereo not drawn) | i | 57.6 | 2.0 | 62

Following part:
SMILES | T cell HTS | T cell HTS vesicle-bound % | NTR1 ag | NTR1 ag cell count 20 µM
COC(=O)[C@]1(Cc2ccccc2)N[C@H](CN(C)C(=O)c2ccccc2)[C@@H]2C(=O)N(Cc3ccccc3)C(=O)[C@@H]21 | i | 9.9 | 1.9 | 66
Cc1ccc(S(=O)(=O)/N=C(/Nc2c(C)cccc2C)c2ccccc2)cc1 | i | 39.7 | -0.6 | 65
COc1cccc(NC(=O)CN2C(=O)NC3(CCCc4ccccc43)C2=O)c1 (stereo not drawn) | i | 43.9 | -2.0 | 65
CCN(C[C@H]1N[C@@](Cc2ccccc2)(C(=O)OC)[C@H]2C(=O)N(Cc3ccccc3)C(=O)[C@@H]12)S(=O)(=O)c1ccc(-c2ccccc2)cc1 | i | 8.5 | -2.7 | 53
COc1cc(C(=O)OCC(=O)N2CCCC2=O)cc(OC)c1C | i | 19.6 | 2.3 | 51
CC(=O)n1nc(-c2ccccc2)cc1-c1ccccc1 | i | 35.9 | 2.7 | 54
O=C(COC(=O)/C=C/c1cccc(Cl)c1)Nc1cccc(S(=O)(=O)NC2=NCCC2)c1 | i | 44.7 | 0.6 | 60
CCN(C[C@H]1N[C@@](CC)(C(=O)OC)[C@H]2C(=O)N(Cc3ccccc3)C(=O)[C@@H]12)C(=O)NC(C)C | i | 8.6 | 3.2 | 45
NS(=O)(=O)c1cccc(NC(=O)COC(=O)CCN2C(=O)c3ccccc3C2=O)c1 | i | 27.9 | 3.1 | 64
CCc1sc(C(=O)Nc2ccc(OC)c(S(=O)(=O)N3CCOCC3)c2)cc1C | i | 53.6 | -0.2 | 50

Two compounds drawn at random from those above, as already listed:
SMILES | T cell HTS | T cell HTS vesicle-bound % | NTR1 ag | NTR1 ag cell count 20 µM
COc1cc(C(=O)OCC(=O)N2CCCC2=O)cc(OC)c1C | i | 19.6 | 2.3 | 51
COc1cccc(NC(=O)CN2C(=O)NC3(CCCc4ccccc43)C2=O)c1 (stereo not drawn) | i | 43.9 | -2.0 | 65

The listing continues:
SMILES | T cell HTS | T cell HTS vesicle-bound % | NTR1 ag | NTR1 ag cell count 20 µM
CS(=O)(=O)c1ccc(C(=O)OCC(=O)NC(=O)C2COc3ccccc3O2)cc1[N+](=O)[O-] (stereo not drawn) | i | 57.4 | 5.3 | 46
CC[C@H]1C/C=C\Cc2ccccc2[C@H](C(=O)C[C@@H](O)CC(C)=O)OC1=O | i | 9.8 | 0.7 | 56
COc1cc(NC(=O)c2ccc(OCc3c(C)noc3C)c(OC)c2)cc(OC)c1 | i | 25.0 | 2.0 | 65
Cc1ccc(C(=O)N2CCN(c3cccc(C)c3C)CC2)cc1S(=O)(=O)N1CCOCC1 | i | 23.7 | 1.6 | 53
C=CC[C@H](CC(=O)N[C@H](CO)Cc1ccccc1)C(=O)N[C@@H](COC(=O)[C@@H](CC=C)Cc1ccc(F)cc1)Cc1c[nH]c2ccccc12 | i | 5.5 | 5.1 | 66
O=C(COC(=O)c1cc(Cl)nc(Cl)c1)NCc1ccc2c(c1)OCO2 | i | 43.1 | 0.6 | 71
CCOc1ccc(C(=O)N(CC)CC(=O)Nc2ccc3c(c2)OCCO3)cc1 | i | 35.7 | -0.3 | 60
CSc1ccccc1C(=O)OCC(=O)NCCN1C(=O)CSC1=O | i | 26.0 | 1.1 | 72
CCN(c1ccccc1)S(=O)(=O)c1ccc(C(=O)NC2CCN(Cc3ccccc3)CC2)cc1 | i | 53.6 | 4.2 | 79
Cc1ccc(O)c(N)c1 | i | 29.9 | 0.4 | 66
Cc1ccc(OCCC(=O)OCC(=O)c2c(N)n(CC(C)C)c(=O)n(C)c2=O)cc1 | i | 33.8 | 6.2 | 50
Cc1ccc(N(CCC#N)C(=O)CSc2nc3ccccc3c(=O)[nH]2)cc1 | i | 30.3 | 1.4 | 51
COc1cccc(NC(=O)/C=C/c2ccc(S(=O)(=O)N3CCOCC3)cc2)c1 | i | 8.3 | 0.1 | 60
COC(=O)[C@@]12CCCCN1[C@H](c1ccc(-c3cc(C(C)=O)cs3)c(OC)c1)[C@H]1C(=O)N(C)C(=O)[C@H]12 | i | 56.4 | 3.3 | 57
C=CC[C@@H](Cc1ccc(F)cc1)C(=O)OC[C@H]1CCCN1C(=O)[C@H](CC=C)CC(=O)N(CCO)Cc1ccccc1 | i | 18.0 | 15.4 | 68
Cn1c(=O)c2c(ncn2CC(=O)OCC(=O)Nc2ccc(F)cc2Cl)n(C)c1=O | i | 27.9 | 0.1 | 68
CC(Oc1ccc2c(-c3ccccc3)cc(=O)oc2c1)C(=O)N1CCOCC1 (stereo not drawn) | i | 37.5 | 0.0 | 70
CCN(CC)CCNC(=O)c1ccc(NC(=O)c2cc(-c3ccncc3)nc3ccccc23)cc1 | i | 43.5 | -0.1 | 68
O=C(COc1ccccc1C(=O)NCc1ccccc1)Nc1ccccc1 | i | 20.0 | -0.5 | 51
COc1ccc(Cl)cc1NC(=O)COC(=O)CNC(=O)C1CCCCC1 | i | 31.7 | 1.6 | 57
COc1ccc(C2(C)NC(=O)N(CC(=O)N3CCc4ccccc43)C2=O)cc1OC (stereo not drawn) | i | 53.6 | -2.1 | 71
CCOC(=O)c1ccccc1NC(=O)c1ccc(Cl)c(S(=O)(=O)N2CCOCC2)c1 | i | 57.0 | 2.5 | 44
Cc1ccccc1OCC(=O)OCC(=O)NCc1ccc2c(c1)OCO2 | i | 56.8 | 0.0 | 51
COc1ccccc1NC(=O)c1ccc(COc2ccccc2OC)cc1 | i | 56.2 | 0.6 | 69
Cc1ccc(C(=O)NCN2CCN(c3ccc(F)cc3)CC2)cc1 | i | 25.8 | -0.5 | 61
Cc1ccc(C(=O)CSc2nnc(C3CC3)n2C2CC2)s1 | i | 43.6 | -2.4 | 47
Cc1ccc(CONC(=O)c2ccc(Cl)cc2)cc1 | i | 36.6 | -1.4 | 55
C[C@@H]1CN([C@H](C)CO)C(=O)c2cc(NC(=O)Nc3ccc(C(F)(F)F)cc3)ccc2O[C@H]1CN(C)Cc1ccc(Cl)c(Cl)c1 | i | 9.1 | 15.0 | 46
O=C(O)CCn1c(SCCc2ccccc2)nc2ccccc21 | i | 38.1 | 0.6 | 50
Cc1ccc(NC(=O)C2=NNC(=O)CC2)cc1S(=O)(=O)Nc1ccc(SC(F)F)cc1 | i | 4.6 | -1.1 | 57
C[C@@H]1CN([C@H](C)CO)C(=O)c2cccc(NC(=O)NC3CCCCC3)c2O[C@@H]1CN(C)C(=O)Nc1ccc(C(F)(F)F)cc1 | i | 15.0 | 13.5 | 72
CCCCn1c(N)c(N(CCOC)C(=O)CCC2CCCCC2)c(=O)[nH]c1=O | i | 34.1 | -0.7 | 63
COc1ccc(OCc2nnc(SCC(=O)Nc3cccc(C(C)=O)c3)o2)cc1 | i | 47.5 | -0.7 | 39
COCC(C)n1c(C)cc(C(=O)CSc2nnnn2C2CCCC2)c1C (stereo not drawn) | i | 9.6 | 3.1 | 93
CCN(CC)S(=O)(=O)c1ccc(N2CCOCC2)c(NC(=O)COc2ccccc2C)c1 | i | 22.7 | -0.1 | 51
CCOc1ccc(C(=O)NCC(=O)NCC(c2ccco2)N2CCCCC2)cc1 (stereo not drawn) | i | 34.1 | -1.6 | 52
CC(C)[C@H](NC(=O)c1ccco1)C(=O)OCC(=O)c1ccc(Br)s1 | i | 9.9 | -1.9 | 62
CCCC(NC(=O)C(C)Sc1nnnn1C1CC1)c1ccccc1 (stereo not drawn) | i | 27.0 | 1.5 | 82
C[C@H]1NC(=O)[C@@]2(C)[C@@H](c3ccccc3)[C@H]3COc4ccccc4[C@@H]3N2C1=O | i | 29.7 | -0.5 | 68
CC(C)CCNC(=O)c1ccccc1SCC(=O)NC1CCCCCCC1 | i | 43.2 | 5.9 | 49

Given comma-delimited: 2 of the compounds above
smiles,T cell HTS,T cell HTS vesicle-bound %,NTR1 ag,NTR1 ag cell count 20 µM
CCCC(NC(=O)C(C)Sc1nnnn1C1CC1)c1ccccc1 (stereo not drawn),i,27.0,1.5,82
C[C@H]1NC(=O)[C@@]2(C)[C@@H](c3ccccc3)[C@H]3COc4ccccc4[C@@H]3N2C1=O,i,29.7,-0.5,68

The list continues.
SMILES | T cell HTS | T cell HTS vesicle-bound % | NTR1 ag | NTR1 ag cell count 20 µM
CCC1CCC2(CC1)NC(=O)N(CC(=O)Nc1cccc(S(=O)(=O)N(C)c3ccccc3)c1)C2=O (stereo not drawn) | i | 40.5 | 3.9 | 70
CCOC(=O)C1CCN(S(=O)(=O)c2ccccc2[N+](=O)[O-])CC1 | i | 54.2 | -0.7 | 60
Cc1ccc(S(=O)(=O)N2CCN(C(=O)CCOc3cc(C)ccc3C)CC2)cc1 | i | 13.1 | -1.5 | 80
COc1cc(C(=O)OCC(=O)Nc2ccccc2C(=O)NC2CC2)c([N+](=O)[O-])cc1OC | i | 54.2 | 3.4 | 60
N#Cc1ccccc1OCC(=O)NNC(=O)CNC(=O)c1cccc(Br)c1 | i | 24.7 | 0.8 | 57
CC(OC(=O)C1CCCCC1)C(=O)Nc1cccc([N+](=O)[O-])c1 (stereo not drawn) | i | 30.2 | 0.8 | 56
COc1ccc(CN2CCN(C(=O)c3cc(C4CC4)nn3-c3ccccc3)CC2)cc1F | i | 29.9 | 0.3 | 57
Cc1cc(NC(=O)COC(=O)CNS(=O)(=O)c2c(F)cc(F)cc2Br)no1 | i | 29.1 | -1.2 | 67
CCCCNS(=O)(=O)NC(=O)C1=C(N2CCCC2)COC1=O | i | 14.9 | 0.7 | 56
O=C(Cn1ccc(NC(=O)OCc2ccccc2)nc1=O)NCc1ccc2c(c1)OCO2 | i | 41.4 | -1.0 | 57
C=CCn1c(SCC(=O)N(CC)C2CCS(=O)(=O)C2)nc2sc3c(c2c1=O)CCC3 (stereo not drawn) | i | 40.4 | -0.4 | 65
O=C(NCc1cccc2ccsc12)c1cccs1 | i | 24.2 | 1.9 | 47
CC1CC(C)CN(C(=O)COC(=O)c2nccnc2N)C1 (stereo not drawn) | i | 37.3 | 1.9 | 67
C[C@@H](C(=O)OCC(=O)c1ccccc1)N1C(=O)C2CCCCC2C1=O (stereo partly drawn) | i | 50.9 | -0.8 | 90
COc1ccc(OC)c(NC(=O)COC(=O)COc2c(Cl)cc(Cl)c3ccc(C)nc23)c1 | i | 58.4 | 2.4 | 59
OCC(CBr)(CBr)CBr | i | 17.2 | -1.6 | 50
O=C(COC(=O)c1cccc(Cl)c1)NC1CCS(=O)(=O)C1 (stereo not drawn) | i | 24.9 | -0.7 | 56
CCc1ccc(NC(=O)C2=CC=CN3CCS(=O)(=O)N=C23)cc1 | i | 33.1 | -1.1 | 98
CCN(CC(=O)Nc1ccc(OC)cc1)C(=O)Cc1ccsc1 | i | 47.8 | -1.1 | 59
CCNC(=O)c1cccc(NC(=O)C2CC(=O)N(CCc3ccccc3)C2)c1 (stereo not drawn) | i | 41.0 | -1.7 | 69
COc1cccc(OC)c1C1=CC(=O)C[C@H](c2ccc3c(c2)OCO3)C1 | i | 28.5 | 0.2 | 54
Cn1cc(C(=O)Nc2ccc(Cl)c(Cl)c2)cn1 | i | 59.2 | -0.6 | 66
O=C(c1cccc(S(=O)(=O)N2CCOCC2)c1)N(CCc1ccccc1)Cc1ccccc1 | i | 31.2 | 2.7 | 52
COc1ccc(NS(=O)(=O)c2ccc(C)c(C(=O)NCCCN3CCCC3=O)c2)cc1 | i | 43.7 | 0.0 | 43
O=C(Nc1cc(Cl)ccc1N1CCCC1)C1=COCCO1 | i | 23.4 | 0.2 | 59

In a second layout: results already given.
canonical_smiles,T cell HTS,T cell HTS vesicle-bound %,NTR1 ag,NTR1 ag cell count 20 µM
Cc1c(C2(O)CCCCC2)[nH]c2ncccc12,i,43.9,-2.3,47
Cc1ccccc1OCC(=O)Nc1nnc(C2CC2)s1,i,5.3,-0.1,70

This is a subset; the hit share may differ from the screen's.
